KDM5B inh: KDM5B demethylase inhibition | Q9UGL1 | KDM5B demethylase, FDH-coupled NADH fluorescence (FDH is formaldehyde dehydrogenase) | Potency, µM (series often up to 57.7 µM), inactives show top-dose activity change, negative = inhibition, most hits filed as inhibitors | 2.6% of 220,000 active | AID 1347165; active = well fitted inhibition curve with a large enough effect; inconclusive = small, poorly fitted or top-dose-only effect; inactive = no such curve, though single readings can be large or run the other way; note: 0% is about no effect; nearly all actives have a fitted effect of over 70% in size
Target sequence (Q9UGL1 whole entry, looked up): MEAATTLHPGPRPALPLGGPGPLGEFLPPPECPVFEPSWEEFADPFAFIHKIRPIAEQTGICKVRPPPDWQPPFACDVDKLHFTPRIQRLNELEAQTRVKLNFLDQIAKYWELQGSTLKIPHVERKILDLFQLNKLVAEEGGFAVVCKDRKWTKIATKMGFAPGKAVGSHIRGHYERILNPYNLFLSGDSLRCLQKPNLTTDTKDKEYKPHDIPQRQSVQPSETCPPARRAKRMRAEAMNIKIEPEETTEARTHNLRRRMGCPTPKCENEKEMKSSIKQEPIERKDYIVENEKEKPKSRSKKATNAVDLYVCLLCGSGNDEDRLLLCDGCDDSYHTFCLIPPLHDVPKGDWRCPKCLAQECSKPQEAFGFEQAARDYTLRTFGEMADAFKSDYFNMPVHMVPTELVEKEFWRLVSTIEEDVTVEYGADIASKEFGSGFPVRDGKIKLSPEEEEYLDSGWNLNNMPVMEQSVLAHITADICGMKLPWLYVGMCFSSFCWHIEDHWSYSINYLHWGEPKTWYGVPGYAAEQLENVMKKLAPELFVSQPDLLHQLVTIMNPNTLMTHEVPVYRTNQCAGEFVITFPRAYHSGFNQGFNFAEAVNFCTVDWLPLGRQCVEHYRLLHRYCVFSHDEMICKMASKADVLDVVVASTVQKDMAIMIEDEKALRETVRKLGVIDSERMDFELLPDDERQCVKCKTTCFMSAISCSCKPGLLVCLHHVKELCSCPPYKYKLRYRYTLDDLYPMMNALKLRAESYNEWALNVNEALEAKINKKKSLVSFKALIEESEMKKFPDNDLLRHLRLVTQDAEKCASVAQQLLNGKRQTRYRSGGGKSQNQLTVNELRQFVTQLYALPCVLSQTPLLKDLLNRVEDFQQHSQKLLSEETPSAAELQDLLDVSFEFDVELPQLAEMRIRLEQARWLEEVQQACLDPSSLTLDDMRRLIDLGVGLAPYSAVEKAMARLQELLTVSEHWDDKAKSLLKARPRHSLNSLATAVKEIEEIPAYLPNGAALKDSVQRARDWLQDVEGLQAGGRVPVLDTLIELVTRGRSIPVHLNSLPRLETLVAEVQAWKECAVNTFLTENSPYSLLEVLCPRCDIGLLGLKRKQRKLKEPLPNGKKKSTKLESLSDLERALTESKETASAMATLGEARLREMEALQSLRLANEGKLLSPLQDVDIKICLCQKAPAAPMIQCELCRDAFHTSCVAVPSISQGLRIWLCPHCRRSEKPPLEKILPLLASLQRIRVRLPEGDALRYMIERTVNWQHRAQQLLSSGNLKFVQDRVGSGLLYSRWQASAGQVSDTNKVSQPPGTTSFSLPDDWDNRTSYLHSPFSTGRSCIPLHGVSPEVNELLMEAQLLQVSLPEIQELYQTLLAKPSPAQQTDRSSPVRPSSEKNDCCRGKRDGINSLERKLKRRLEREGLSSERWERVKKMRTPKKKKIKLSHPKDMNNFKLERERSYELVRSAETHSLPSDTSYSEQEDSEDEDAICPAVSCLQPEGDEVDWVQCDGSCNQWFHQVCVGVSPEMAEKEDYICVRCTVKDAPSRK
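qHTS format, multiple compound concentrations. Buffer 50 mM HEPES pH 7.5/0.01% Tween-20; 200 nM KDM5BΔAP final; 10 min compound preincubation; substrate-mix levels 12.5 µM peptide, 25 µM α-KG, 0.25 mM NAD⁺; 30 min RT; ΔRFU.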
* hit, by the source's call; & = joins results of further samples; [ ] = another dose, or the depositor's remark. Potency is the fitted concentration of half-maximal effect.

The opening 14 entries, to show the layout:
For Cc1cccc(C(=O)NC(Nc2cccc3ccccc23)C(Cl)(Cl)Cl)c1 (centres undefined) the results were KDM5B inh inconclusive.
`O=[N+]([O-])C(=C(Sc1ccccc1)Sc1ccccc1)/C(Cl)=C(/Cl)Br` gave KDM5B inh inconclusive.
`COc1ccc(N(Cc2cccs2)C(=O)Cn2nnc(-c3cccc(F)c3)n2)cc1` gave KDM5B inh -22%.
CSc1ccc(Nc2nn(-c3ccc(OC(F)(F)F)cc3)nc2C(C)=O)cc1 was read as KDM5B inh -24%.
For CCSc1ccccc1C(=O)NC(C)C the results were KDM5B inh 12%.
Screening CCCc1cc(C(=O)N/N=C2\CC3CCC2(C)C3(C)C)cs1 (centres undefined) returned KDM5B inh -11%.
`CCOc1cccc2sc(N3CCN(C(=O)c4ccco4)CC3)nc12` gave KDM5B inh 2%.
`COc1ccccc1OCC(=O)Nc1cccc(-c2nc3ccccc3o2)c1` gave KDM5B inh -10%.
`CN(C)CCNc1oc(/C=C/c2cccs2)nc1C#N` gave KDM5B inh inconclusive.
For Cc1ccc2nc(C)cc(C(=O)OC(C)C(=O)NCC(C)C)c2c1 (centres undefined) the results were KDM5B inh inconclusive.
`O=C(Cc1cccc(F)c1)NC1CCN(c2cc(C(F)(F)F)ncn2)CC1` gave KDM5B inh -12%.
For COc1ccc(-c2ccc3nc(-c4cccc(Cl)c4)oc3c2)c(OC)c1OC the results were KDM5B inh 7.9µM*.
Screening COc1ccc(Cl)cc1NC(=O)CSc1cn(CC(=O)N2CCCC2)c2ccccc12 returned KDM5B inh inconclusive.
`CC1=C(c2ccc(Cl)cc2)[N+](=O)C(C)(C)N1[O-]` gave KDM5B inh -25%.

The whole of this part (from the top)
For Cc1cccc(C(=O)NC(Nc2cccc3ccccc23)C(Cl)(Cl)Cl)c1 (centres undefined) the results were KDM5B inh inconclusive.
`O=[N+]([O-])C(=C(Sc1ccccc1)Sc1ccccc1)/C(Cl)=C(/Cl)Br` gave KDM5B inh inconclusive.
`COc1ccc(N(Cc2cccs2)C(=O)Cn2nnc(-c3cccc(F)c3)n2)cc1` gave KDM5B inh -22%.
CSc1ccc(Nc2nn(-c3ccc(OC(F)(F)F)cc3)nc2C(C)=O)cc1 was read as KDM5B inh -24%.
For CCSc1ccccc1C(=O)NC(C)C the results were KDM5B inh 12%.
Screening CCCc1cc(C(=O)N/N=C2\CC3CCC2(C)C3(C)C)cs1 (centres undefined) returned KDM5B inh -11%.
`CCOc1cccc2sc(N3CCN(C(=O)c4ccco4)CC3)nc12` gave KDM5B inh 2%.
`COc1ccccc1OCC(=O)Nc1cccc(-c2nc3ccccc3o2)c1` gave KDM5B inh -10%.
`CN(C)CCNc1oc(/C=C/c2cccs2)nc1C#N` gave KDM5B inh inconclusive.
For Cc1ccc2nc(C)cc(C(=O)OC(C)C(=O)NCC(C)C)c2c1 (centres undefined) the results were KDM5B inh inconclusive.
`O=C(Cc1cccc(F)c1)NC1CCN(c2cc(C(F)(F)F)ncn2)CC1` gave KDM5B inh -12%.
For COc1ccc(-c2ccc3nc(-c4cccc(Cl)c4)oc3c2)c(OC)c1OC the results were KDM5B inh 7.9µM*.
Screening COc1ccc(Cl)cc1NC(=O)CSc1cn(CC(=O)N2CCCC2)c2ccccc12 returned KDM5B inh inconclusive.
`CC1=C(c2ccc(Cl)cc2)[N+](=O)C(C)(C)N1[O-]` gave KDM5B inh -25%.
`COc1ccc(NC(=O)CSc2ccc(-c3ccco3)nn2)cc1` gave KDM5B inh inconclusive.
For O=C(CCC(=O)N1CCC(c2noc3ccc(F)cc23)CC1)N1CCCCCC1 the results were KDM5B inh 20%.
Screening Cc1noc(Cn2c(=O)c3cc4c(cc3n(CC(=O)Nc3ccccc3Br)c2=O)OCO4)n1 returned KDM5B inh inconclusive.
COCCOc1ccc2c(n1)CCN(C(=O)Cc1ccccc1)C2 was read as KDM5B inh -2%.
`Cc1cc(C(=O)CSc2nnc(C(C)Oc3ccc(F)cc3)o2)c(C)n1CC(F)(F)F` (centres undefined) gave KDM5B inh -3%.
`Cc1cccc(CCNC(=O)CCS(=O)(=O)c2cc3c(cc2Cl)NC(=O)CO3)c1` gave KDM5B inh 18%&-50%.
Screening CCOc1ccc(C(=O)Nc2nonc2CC)cc1 returned KDM5B inh 10%.
Cc1sc(-c2cc3ccccc3oc2=O)nc1-c1ccc(Cl)cc1 was read as KDM5B inh inconclusive.
O=C(c1cn[nH]c1)N1CCC(c2nc(CCOCC3CCOCC3)no2)C1 (centres undefined) was read as KDM5B inh -28%.
Screening CCC(O)(CC)C(=O)N/N=C/c1cc(Br)cc(Br)c1O returned KDM5B inh inconclusive.
For CSc1ncccc1C(=O)N(Cc1nnc(-c2ccccc2Cl)o1)C(C)C the results were KDM5B inh -7%.
For Cn1c(=O)[nH]c(=O)c2[nH]c(CN3CCN(c4cccc(Cl)c4)CC3)nc21 the results were KDM5B inh -5%.
Screening Cc1oc(-c2ccccc2)nc1C(=O)Nc1nc(CC(N)=O)cs1 returned KDM5B inh -16%.
For CC1(C)CC(=O)C/C(=N/NC(=O)c2ccc(NC(=O)C3CC3)cc2)C1 the results were KDM5B inh -36%.
`COc1ccc2oc(=O)cc(CN3CCN(Cc4ccc(F)cc4)CC3)c2c1` gave KDM5B inh -5%.
`CCOc1ccc(NC(=O)CSc2nccc(-c3cccc(OC(F)F)c3)n2)cc1` gave KDM5B inh -29%.
CCN1c2cc(C(=O)NCc3ccccc3C)ccc2C(=O)N2CCCCC21 (centres undefined) was read as KDM5B inh inconclusive.
CN(C(=O)CSc1nc2ccc(NC(=O)c3ccc(F)cc3)cc2s1)c1ccccc1 was read as KDM5B inh inconclusive.
Screening CC(NC(=O)c1ccccc1Cc1ccccc1)c1ccncc1 (centres undefined) returned KDM5B inh 16%.
For CCCCN(CC)CCCNC(=O)c1cc2c(=O)oc3ccc(C)cc3c2s1 the results were KDM5B inh inconclusive.
For CC1=C(C)CC(C(=O)NC(c2ccccc2)c2ccccc2)C(C(=O)O)C1 (centres undefined) the results were KDM5B inh -6%.
COc1ccc(CCNC(=O)COC(=O)c2cc(Cl)nc(Cl)c2)cc1 was read as KDM5B inh -13%.
`COc1ccc(Cl)cc1NC(=O)CSCc1cc(=O)c2cc(F)ccc2[nH]1` gave KDM5B inh 4%.
For COCCN(C(=O)CCCc1nc2ccccc2s1)c1c(N)n(CC(C)C)c(=O)[nH]c1=O the results were KDM5B inh inconclusive.
`CCOc1c(CN(C)C(=O)Cn2cccc(OC)c2=O)cccc1OC` gave KDM5B inh inconclusive.
O=C(Nc1ccc(Br)cc1F)C1CCN(c2nc3ccccc3[nH]2)CC1 was read as KDM5B inh inconclusive.
Screening c1cc(-c2nnc([C@H]3CCN(Cc4ncc[nH]4)C3)o2)ccn1 returned KDM5B inh -19%[86.2 µM].
`CC(C)N(c1ccccc1)c1ccc(NC(=O)c2cccc(N(C)C)c2)cc1` gave KDM5B inh -11%.
For CCc1nnsc1C(=O)N(C)Cc1ccc(F)cc1F the results were KDM5B inh 4%.
`CC(NC(=O)C1CC1c1ccccc1)C1CC2CCC1C2` (centres undefined) gave KDM5B inh 20%.
Screening Cc1cc([N+](=O)[O-])ccc1N=C/C(Br)=C/c1ccccc1 returned KDM5B inh inconclusive.
For CCNC(=O)NC(=O)C(Cl)c1ccccc1 (centres undefined) the results were KDM5B inh -3%.
For COc1ccccc1CN1C(=O)C2(CCOCC2)CC1c1nnnn1C(C)(C)C (centres undefined) the results were KDM5B inh -6%.
Screening c1ccc2c(-n3nnnc3SCc3nc4ccccc4[nH]3)cccc2c1 returned KDM5B inh 6%.
`COc1cc2nc(NC(=O)c3ccc(F)cc3Br)sc2cc1OC` gave KDM5B inh -7%.
COc1cccc(CN(C(=O)c2ccc(C(C)(C)C)cc2)C2CCS(=O)(=O)C2)c1 (centres undefined) was read as KDM5B inh 1%.
Screening Cc1cc(C)c(S(=O)(=O)N2CCC(N3CCN(Cc4ccc(F)cc4)C(=O)C3=O)CC2)c(C)c1 returned KDM5B inh 2%.
Cc1ccc(S(=O)(=O)N2CC[C@H](c3n[nH]c(C)n3)[C@H](NC(=O)CN(C)C)C2)cc1 was read as KDM5B inh 13%.
For CCc1cc(N2CCC3(CC2)CC(c2ccccc2)C(=O)N3)nc(N(C)C)n1 (centres undefined) the results were KDM5B inh -21%.
O=C(O)c1cccc(CSc2ccc3c(c2)OCCO3)c1 was read as KDM5B inh 21%.
For CCn1cc(CNc2ccc(-c3ccccc3OC)nn2)cn1 the results were KDM5B inh -13%.
`CCN1CCCc2cc(CN(CCN3CCOCC3)C(=S)Nc3ccc(OC)c(OC)c3)ccc21` gave KDM5B inh -22%.
COc1ccc(Br)cc1/C=N/OC(C)=O was read as KDM5B inh -8%.
For O=C(Nc1ccc2oc(=O)ccc2c1)c1ccc(Cl)cc1 the results were KDM5B inh inconclusive.
`CNCc1ccc(-c2cc(Cl)cc(Cl)c2)o1` gave KDM5B inh 1%.
For O=C(Nc1ccccc1C(=O)OCc1cc(=O)n2nc(C3CC3)sc2n1)c1ccc(Cl)cc1 the results were KDM5B inh 9%.
`O=C(CSc1ncc(-c2ccccc2)o1)Nc1ccc(F)c(F)c1` gave KDM5B inh -2%.
Screening CCc1ccc2c(c1)c(=O)c(S(=O)(=O)c1ccc(F)cc1)cn2CC(=O)Nc1ccccc1OC returned KDM5B inh -12%.
For CC(NC(=O)CSc1ncn[nH]1)c1ccc(Cl)cc1Cl (centres undefined) the results were KDM5B inh 25%.
Screening Cc1ccc(NC(=O)c2cc(=O)c3ccccc3o2)cc1S(=O)(=O)N1CCCCC1 returned KDM5B inh inconclusive.
Screening CCOc1ccccc1C1NC(=O)N(CC(=O)Nc2ccccc2)C2=C1C(=O)OC2 (centres undefined) returned KDM5B inh -3%.
CCc1cccc(-n2c(C)nc3c(cnn3-c3ccc(Cl)cc3)c2=O)c1 was read as KDM5B inh -24%.
For O=C([C@H](O)c1ccccc1)N1CCc2onc(-c3cccc4ccccc34)c2C1 the results were KDM5B inh inconclusive.
CCOC(=O)C1=C(CN2CCCCC2)NC(=O)NC1c1cc(C)ccc1C (centres undefined) was read as KDM5B inh -21%.
`COC(=O)CCCNC(=O)[C@@H]1[C@@H](NC(=O)Nc2cccc(OC)c2)CCN1C(=O)C=C(C)C` gave KDM5B inh 4%.
For CCc1nc2ccccc2c(C(=O)OCC(=O)NCCc2ccccc2)c1C the results were KDM5B inh -2%.
Screening O=C(Nc1cccc(-n2cccn2)c1)C1CCCN1C(=O)C1CC1 (centres undefined) returned KDM5B inh inconclusive.
Cc1cnc(CCNC(=O)Cn2c(=O)oc3ccccc32)n1C1CCC1 was read as KDM5B inh -22%.
For Cc1nn(C)c(C)c1CCC(=O)N1CCCC(N(C)C)CC1 (centres undefined) the results were KDM5B inh -1%.
`CNC(=S)NNC(=O)c1cccc(Cl)c1` gave KDM5B inh 29%.
O=C(N/N=C/c1ccc2nccnc2c1)c1ccc(Br)cc1 was read as KDM5B inh -11%.
CN1c2cc(C(=O)Nc3cccc(C(F)(F)F)c3)ccc2C(=O)N2CCCCCC21 (centres undefined) was read as KDM5B inh inconclusive.
For COc1ccc(C2=NOC3(CCCN(Cc4ccc(C(F)(F)F)cc4)C3)C2)cc1 (centres undefined) the results were KDM5B inh -11%[115 µM].
`COc1cccc(CNC(=O)c2ccc(-c3nc(CSc4ccccc4)c(C)o3)cc2)c1` gave KDM5B inh inconclusive.
CCOc1ccccc1C(=O)N1CCC(Cc2nc(-c3ccc(F)cc3)no2)CC1 was read as KDM5B inh -7%.
For CCOC(=O)NC(CNC(=O)c1ccccc1)CC(C)C (centres undefined) the results were KDM5B inh 22%.
For CCCCN(C)C(=O)C(=O)c1c(C)[nH]c2ccccc12 the results were KDM5B inh 0%.
For CCn1cc(C(=O)NCCCN(CC(C)C)CC(C)C)c(=O)c2cc(S(=O)(=O)N(C)C3CCCCC3)ccc21 the results were KDM5B inh -3%.
For CC(CNC(=O)c1cc(CN2CCOCC2)on1)c1ccccc1 (centres undefined) the results were KDM5B inh 0%.
For Cc1noc(/C=C\c2ccc(S(=O)(=O)N3CCN(C4CCCCC4)CC3)cc2)c1NC(=O)C1CC1 the results were KDM5B inh inconclusive.
`Cc1ccsc1C(=O)NCC1Cn2cccc2CN1C` (centres undefined) gave KDM5B inh 32µM*.
`COc1ccc(-c2noc(Cn3c(=O)c4ccccc4n(CC(=O)Nc4cccc(C(F)(F)F)c4)c3=O)n2)cc1` gave KDM5B inh inconclusive.
Screening COc1c(F)cccc1C(=O)N1CCc2onc(-c3ccccc3F)c2C1 returned KDM5B inh -13%.
Screening COc1ccc(C)cc1NC(=O)C1CCN(S(=O)(=O)c2ccc3[nH]c4c(c3c2)CCCCC4)CC1 returned KDM5B inh inconclusive.
Screening COC(=O)CC(NC(=O)Nc1ccccc1F)c1ccc2c(c1)OCO2 (centres undefined) returned KDM5B inh 1%.
`COc1ccc(-c2c(C)[nH]n3c(=O)c(Cl)c(C)nc23)cc1` gave KDM5B inh 9%.
O=C(Cc1ccccc1Cl)N1CC(CO)C2(CCNCC2)C1 (centres undefined) was read as KDM5B inh 2%.
Screening Cc1cc2oc(=O)cc(CN3CCN(c4ccccc4)CC3)c2cc1Cl returned KDM5B inh 13%.
Screening Cc1noc(C)c1-c1cc2c(cc(C)n2C)c(-c2ccccc2)n1 returned KDM5B inh inactive.
CCCNC(=O)N1CCC(Cn2c(C)cnc2C2CC2)CC1 was read as KDM5B inh 18%.
Screening COc1ccc(C(=O)CC(c2ccc(OC)cc2)S(=O)(=O)c2ccc(C)cc2)cc1 (centres undefined) returned KDM5B inh 15%.
`Cc1ccc(N(CCC#N)C(=O)CN(C)CC(=O)Nc2ccccc2Cl)cc1` gave KDM5B inh -1%.
`Cc1ccc(C#N)c(N2CCCC(c3nnc(Cn4cccn4)n3C)C2)n1` (centres undefined) gave KDM5B inh 28µM*.

From PubChem

The list is partial; count on the stated rates, not on these rows.
